# GAA glycogen = qHTS Assay for Inhibitors and Activators of Human alpha-Glucosidase Cleavage of Glycogen. Lysosomal alpha-glucosidase (Homo sapiens), P10253. recombinant GAA, glycogen substrate, Amplex Red glucose oxidase fluorescence. Potency, µM (titrated, usually from 76.4 µM), for the others: at the highest dose activity change, negative = inhibition, actives largely listed as inhibitors. 0.38% of 300,000 active;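 also: 0% = full enzyme reaction and -100% = no-enzyme basal signal; the screen sought inhibitors and activators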
#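 Recombinant human enzyme (4 nM); glycogen substrate; 37 C, 40 min, pH 5.0. Readout: coupled glucose oxidase/Amplex Red fluorescence.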
# Tau fluor counter = Counterscreen qHTS for Inhibitors of Tau Fibril Formation, Fluorescence Polarization | tau K18 P301L (four-repeat tau fragment) Alexa594 fluorescence, heparin fibrillization | Potency, µM (titrated, usually from 57.7 µM), inactives show top-dose activity change, negative = decrease | 0.93% of 280,000 active; also: % is scaled to controls: 0 for no effect and ±100 for the full control effect; nearly all actives have a fitted effect of over 55% in size
#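 Human K18 P301L tau (15 uM unlabeled plus 0.24 uM Alexa 594-labeled, final) in 100 mM sodium acetate pH 7 was mixed with compound and 20 uM heparin and incubated 6 hr at 37 C.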
# ALDH1A1 inh = qHTS Assay for Inhibitors of Aldehyde Dehydrogenase 1 (ALDH1A1). 7.3% of 220,000 active. Aldehyde dehydrogenase 1A1 (Homo sapiens), P00352. AID 1030, 2008. Purified ALDH1A1, NADH fluorescence, propionaldehyde substrate. Potency, µM (top dose mostly 75.3 µM), without a hit: at the top dose activity, negative = inhibition, hits mostly inhibitors; active = well fitted inhibition curve with a large enough effect, not every such curve was filed as active; inconclusive = small, poorly fitted or top-dose-only effect, or another doubt; inactive = no such curve, though single readings can be large or run the other way;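 also: plate controls were no enzyme wells and a reference inhibitor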
# Target sequence (P00352 whole entry, looked up): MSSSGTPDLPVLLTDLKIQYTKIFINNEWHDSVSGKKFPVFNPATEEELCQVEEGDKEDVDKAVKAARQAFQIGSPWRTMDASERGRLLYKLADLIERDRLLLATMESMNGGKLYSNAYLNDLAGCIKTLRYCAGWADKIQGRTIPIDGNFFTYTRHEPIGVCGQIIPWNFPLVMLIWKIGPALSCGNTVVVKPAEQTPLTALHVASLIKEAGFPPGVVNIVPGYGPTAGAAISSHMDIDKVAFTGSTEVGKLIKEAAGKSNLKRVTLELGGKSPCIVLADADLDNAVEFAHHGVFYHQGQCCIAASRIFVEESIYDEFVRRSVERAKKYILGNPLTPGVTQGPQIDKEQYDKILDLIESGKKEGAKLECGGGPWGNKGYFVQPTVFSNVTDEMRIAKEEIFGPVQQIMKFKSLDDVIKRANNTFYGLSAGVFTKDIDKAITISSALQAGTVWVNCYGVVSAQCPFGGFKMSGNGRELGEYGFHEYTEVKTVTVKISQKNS
# Epigenetic reg = Quantitative High-Throughput Screen for Regulators of Epigenetic Control; Potency, µM (top dose mostly 53.9 µM), inactives show top-dose GFP activation, usual class: activators; murine LDR cells, GFP reporter derepression, 30 h; 0.2% of 280,000 active; also: % of control where 0% means no effect; nearly all actives have a fitted effect of over 60% in size
#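 In this reporter-derepression format, murine cells bearing a silenced integrated CMV-GFP locus incubate with test compound (30 h, 37 C), then are washed and imaged; fluorescent objects of 20–120 um count as induced cells.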
# NPSR antagonist = qHTS Assay for Antagonists of the Neuropeptide S Receptor: cAMP Signal Transduction. Q6W5P4. Potency, µM (series often up to 38.3 µM), for the others: top-dose activity change, negative = inhibition, usual class: inhibitors. 1% of 220,000 active. CHO-NPSR cells, cAMP TR-FRET, antagonist mode; also: % is scaled to controls: 0 for no effect and ±100 for the full control effect; nearly all actives have a fitted effect of over 50% in size; many of its hits are not listed in these tables
# Target sequence (Q6W5P4 whole entry, looked up): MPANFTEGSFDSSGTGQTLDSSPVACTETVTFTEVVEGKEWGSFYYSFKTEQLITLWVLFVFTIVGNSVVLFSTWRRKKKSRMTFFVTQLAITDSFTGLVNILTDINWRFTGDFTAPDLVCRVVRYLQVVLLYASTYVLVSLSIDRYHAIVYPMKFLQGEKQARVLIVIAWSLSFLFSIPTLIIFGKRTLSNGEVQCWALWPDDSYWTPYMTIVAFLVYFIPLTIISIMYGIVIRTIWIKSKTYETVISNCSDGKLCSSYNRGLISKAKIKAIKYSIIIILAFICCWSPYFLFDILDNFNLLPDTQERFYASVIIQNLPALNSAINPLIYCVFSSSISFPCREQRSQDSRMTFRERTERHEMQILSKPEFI
# aGlu spleen mod = qHTS Assay for Inhibitors and Activators of Human alpha-Glucosidase From Spleen Homogenate | human spleen homogenate, 4-MU-alpha-glucoside fluorescence | Potency, µM (titrated, usually from 79.9 µM), for inactives: top-dose activity change, negative = inhibition, most hits filed as inhibitors | 0.006% of 240,000 active;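 also: 0% = enzyme with vehicle and -100% = no enzyme basal signal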
#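 AC50 values come from Hill-equation fits of concentration-response data, normalized to no-enzyme and full-activity controls. Enzyme source: 1 ug human spleen homogenate; 1 mM fluorogenic 4-MU glucoside, pH 5.0 citrate buffer, 37 C, 40 min.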
# aGal spleen mod = qHTS Assay for Inhibitors and Activators of Human alpha-Galactosidase From Spleen Homogenate; Potency, µM (series often up to 80 µM), for the others: at the top dose activity change, negative = inhibition, hits mostly inhibitors; Alpha-galactosidase A (Homo sapiens), P06280; AID 2107, 2009; human spleen homogenate, 4MU-alpha-Gal fluorescence, 40 min; 0.008% of 240,000 active;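 also: 0% = enzyme with vehicle and -100% = no enzyme basal signal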
#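 qHTS titration in buffer at pH 5.0. Alpha-galactosidase activity in spleen homogenate was measured via 4-methylumbelliferone release from 1 mM fluorogenic substrate after 40 min at 37C and a pH 10 stop. AC50 came from Hill fits of control-normalized data.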
# GAA inhib = qHTS Assay for Inhibitors of Human alpha-Glucosidase as a Potential Chaperone Treatment of Pompe Disease; purified human GAA, 4-MU-alpha-glucoside fluorescence; Potency, µM (doses to about 76.9 µM), without a hit: at the top dose activity change, negative = inhibition, usual class: inhibitors; 0.005% of 200,000 active; AID 1466, 2008;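 also: plate controls were uninhibited enzyme wells for no effect and no-enzyme background for full effect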
#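 AC50 values come from Hill fits of compound titrations (up to 77 uM) against 4 nM human enzyme. Substrate 4-methylumbelliferyl-alpha-D-pyranoside at 400 uM, pH 5.0 citrate buffer, 20 min room temperature; fluorescence Ex 365/Em 440 after alkaline stop.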
# An asterisk follows results filed as active; ? = inconclusive; nt = not tested or not shown; & = joins results of further samples; [ ] = another dose, or the depositor's remark. Unless noted, calls follow the shape of the dose curve; as a rule, active = well fitted curve in the direction sought with a large enough effect; inconclusive = small, poorly fitted or top-dose-only effect, or another doubt; inactive = no such curve, though single readings can be large; an effect the other way counts as inactive or inconclusive. Potency is read from the fitted curve at half-maximal effect. A portion of the library; the hit share may differ from the screen's.
SMILES,GAA glycogen,Tau fluor counter,ALDH1A1 inh,Epigenetic reg,NPSR antagonist,aGlu spleen mod,aGal spleen mod,GAA inhib
Cn1c(=O)c2c(-c3ccccc3)n(-n3cnnc3)cc2n(C)c1=O,-15%,-14%,?,-1.0%,15%[46.1 µM],-9%,-16%,-1%
COc1ccc2cc(C(=O)C3CCCN(C(=O)c4ccnn4C)C3)ccc2c1 (configuration not stated),3%,-12%,nt,-2.5%,27%,5%,5%,nt
O=C(C[n+]1ccccc1)c1ccc(-c2ccccc2)cc1,-7%,-8%,11%,-0.2%,15%,13%,3%,-1%
COc1cc2c(CCNC(C)=O)c[nH]c2cc1Cl,nt,-7%&-6%&-12%,7%&-13%&-9%,-0.1%&2.1%&0.0%,-13%[46.1 µM],4%&15%&8%,6%&-1%&10%,nt
CCC(C)N1C(=O)CCC1C(=O)N1CCN(c2ccc(F)cc2)CC1 (configuration not stated),21%,-3%,-2%,-1.0%,8%[46.1 µM],-1%,6%,-9%
CC1(C)CC(=O)C2=C(C1)Oc1nc3ccccc3cc1C2C(C#N)C#N (configuration not stated),?,-10%,-61%,-2.0%,-29%[46.1 µM],1%,-11%,5%
O=C(N1CCOCC1)N1CCCC(c2nc(-c3cccs3)no2)C1 (configuration not stated),4%,-6%,1%,-0.9%,-7%[46.1 µM],-5%,1%,1%
CC(C)CNC(=S)NNC(=O)c1ccco1,?,4%,-10%,0.0%,5%,-13%,3%,-5%
O=C(COC(=O)/C=C/c1ccccc1Cl)NCc1ccccc1,15%,11%,8%,-3.0%,2%,-8%,0%,-9%
Clc1ccc(CSc2nnnn2-c2ccc3c(c2)OCO3)c(Cl)c1,-4%,-29%,-13%,-1.0%,-16%[46.1 µM],-1%,-3%,-2%
Cn1c(CN2CCN(c3cccc(Cl)c3)CC2)nc2ccccc21,-13%,-6%,-14%,-2.0%,-14%[46.1 µM],-1%,1%,1%
Fc1ccc(-c2n[nH]c(=S)n2/N=C/c2c[nH]c3ccccc23)cc1,5%,-17%,?,1.3%,-17%[46.1 µM],-3%,-16%,-2%
COCc1cc(C)nc(N2CCc3ccccc32)c1C#N,3%,-7%,?,-1.8%,13%[46.1 µM],-5%,-4%,11%
COc1cc(NC(=O)c2ccccc2Cl)ccc1NC(=O)c1ccco1,0%,-3%,-1%,0.0%,-18%[46.1 µM],-4%,-12%,-3%
O=C(O)/C=C/C(=O)NC1CCS(=O)(=O)C1 (configuration not stated),-2%,6%,-6%,-1.3%,10%,-5%,3%,-1%
CC1=C(C(=O)NC(C)c2ccccc2)C2(CCC(C)CC2)OC1=O (configuration not stated),7%,4%,nt,-1.8%,5%,4%,10%,nt
Cc1cc(C)c2c(N=CN(C)C)c(C(=O)N3CCN(c4ncccn4)CC3)sc2n1,12%,-2%,-5%,0.8%,-1%[46.1 µM],0%,2%,1%
Cc1ccc(NC(=S)N2CCc3[nH]c4ccccc4c3C2)cc1,-22%,-30%,nt,5.2%,-10%,-1%,10%,nt
Cc1ccc(N(CC(O)CN2CCCC2)S(=O)(=O)c2ccccc2)cc1 (configuration not stated),14%,0%,-11%,-1.3%,-4%[46.1 µM],-5%,-10%,-1%
N/C(=N\OC(=O)COc1ccc([N+](=O)[O-])cc1)c1cccnc1,-5%,-1%,6%,-0.2%,8%,12%,7%,-3%
CCN1CCN(Cc2c(O)ccc3c2O/C(=C\c2ccccc2)C3=O)CC1,-8%,-6%,?,-0.8%,?,-12%,-12%,?
COc1ccc(C(=O)/C=C/c2ccc(O)cc2)c(O)c1CC=C(C)C,-1%,16µM*[quencher],-7%,-1.2%,-8%,0%,4%,-1%
c1cc2nnnn2nc1N1CCCCC1,7%,2%,3%,1.6%,-5%[46.1 µM],10%,11%,-9%
O=C(NC(=S)NCCCN1CCOCC1)c1ccc(Br)cc1,-4%,2%,1%,0.0%,5%,2%,-3%,1%
O=C(O)c1ccn2c(C(=O)c3ccc(Cl)cc3)c(-c3ccccc3)cc2c1,-1%,-6%,nt,1.3%,?,-3%,-3%,nt
COC1=C(OC)C(=O)C(C/C=C(\C)CC/C=C(\C)CC/C=C(\C)CC/C=C(/C)CC/C=C(\C)CC/C=C(\C)CC/C=C(\C)CC/C=C(\C)CC/C=C(\C)CCC=C(C)C)=C(C)C1=O,nt,-5%,3%,2.7%,nt,3%,12%,nt
CC(C)(C)OC(=O)N1CCC[C@H]1c1nnc(SCc2ccccc2Cl)o1,3%,1%,-8%,2.1%,-21%[46.1 µM],-9%,-3%,-4%
Nc1ccc(C(=O)OCC(=O)Nc2ccc([N+](=O)[O-])cc2C(F)(F)F)cc1,-8%,-26%,0%,0.0%,-15%[46.1 µM],0%,3%,0%
O=C(/C=C/c1ccccc1)N1CCC(N2CCC(C(=O)N3CCOCC3)CC2)CC1,-2%,-3%,9%,-4.3%,-15%,13%,9%,-6%
COc1ccccc1OCC(=O)NCCSCc1ccccc1Cl,-4%,-9%,-9%,1.9%,-15%,-1%,5%,-11%
Cc1nc(-c2ccc(NC(=O)/C=C\C(=O)O)cc2)cs1,-10%,-9%,?,-0.4%,16%,3%,3%,0%
CCOC(=O)CN1C(=O)C2Cc3ccccc3CN2C1=S (configuration not stated),?,-20%,-3%,-1.0%,-6%[46.1 µM],-10%,-14%,-7%
Cc1ccc(S(=O)(=O)N2CCN(C(=O)c3ccccn3)CC2)c(C)c1,-7%,-1%,4%,-3.4%,5%,-4%,7%,?
CC1(C)CC(=O)C2=C(C1)N(CCN1CCOCC1)C1=C(C(=O)CC(C)(C)C1)C2c1ccc(Cl)cc1,9%,-3%,?,2.9%,48%,7%,12%,?
CCC(C)NC(=O)Nc1ccc(F)c(Cl)c1 (configuration not stated),23%,2%,-1%,0.0%,8%,7%,1%,0%
O=C(NCCNc1cc(Cl)ccc1[N+](=O)[O-])c1ccco1,-5%,-5%,-3%,-1.0%,-2%,-7%,-2%,-2%
CN(Cc1ccccc1)Cc1nc2c([nH]1)c(=O)[nH]c(=O)n2C,3%,17%,6%,0.0%,-7%[46.1 µM],-8%,3%,-10%
CCC(=O)Nc1ccc(-c2nnc(SCC(=O)NCC3CCCO3)n2C)cc1 (configuration not stated),14%,1%,5%,2.3%,-13%[46.1 µM],-13%,?,1%
CCOc1cc(/C=N/NC(=O)OC)ccc1OCCSc1ccc(Cl)cc1,2%,-14%,8%,0.0%,-17%,3%,2%,-11%
CCOc1ccc2[nH]c(=O)c(CN(Cc3cccs3)C(CC)c3nnnn3C(C)(C)CC)cc2c1 (configuration not stated),-7%,-24%,?,0.5%,?,8%,4%,-3%
CC[C@H]1OC(=O)[C@H](C)[C@@H](O[C@H]2C[C@@](C)(OC)[C@@H](O)[C@H](C)O2)[C@H](C)[C@@H](O[C@@H]2O[C@H](C)C[C@H](N(C)C)[C@H]2O)[C@](C)(O)C[C@@H](C)[C@@H]2N[C@@H](COCCOC)O[C@H]([C@H]2C)[C@]1(C)O,12%,-6%,0%,-1.9%,-8%,4%,0%,-2%[15.4 µM]
CN=c1scc(-c2ccccc2F)n1/N=C(\C)c1cccnc1,15%,?,-7%,-3.6%,2%,0%,-7%,4%
CCOC(=O)NC(=S)Nc1ccc(OC)cc1,4%,-5%,6%,5.7%,2%,1%,1%,4%
CCOC(=O)C1CCCN(Cc2cc(=O)oc3cc(C)c(C(C)C)cc23)C1 (configuration not stated),1%,-10%,-8%,1.3%,-52%,-2%,-5%,0%
CC1(C)CC(=O)CC2(C1)NCC(c1ccccc1)c1c2[nH]c2ccccc12 (configuration not stated),-4%,-16%,?,-4.2%,-46%,10%,8%,?
O=C1/C(=C/c2ccccc2)N=C(N2CCOCC2)N1c1cccc(Cl)c1,0%,-3%,?,-1.0%,-25%,-6%,?,-3%
CN1CCN(CCC(=O)Nc2ccc(C3CCCC3)cc2)CC1,-13%,4%,?,-0.7%[10.1 µM],14%,-23%,5%,10%
O=[N+]([O-])c1ccc(OCCO)nc1,5%,-1%,nt,4.3%,-24%,-3%,2%,nt

# Compound profiles (already shown). Screens in order: GAA glycogen	Tau fluor counter	ALDH1A1 inh	Epigenetic reg	NPSR antagonist	aGlu spleen mod	aGal spleen mod	GAA inhib
# `CCC(=O)Nc1ccc(-c2nnc(SCC(=O)NCC3CCCO3)n2C)cc1` (configuration not stated) is listed with 14%	1%	5%	2.3%	-13%[46.1 µM]	-13%	?	1%
# `CN1CCN(CCC(=O)Nc2ccc(C3CCCC3)cc2)CC1` is listed with -13%	4%	?	-0.7%[10.1 µM]	14%	-23%	5%	10%
# `CN=c1scc(-c2ccccc2F)n1/N=C(\C)c1cccnc1` is listed with 15%	?	-7%	-3.6%	2%	0%	-7%	4%
# `CCOc1cc(/C=N/NC(=O)OC)ccc1OCCSc1ccc(Cl)cc1` is listed with 2%	-14%	8%	0.0%	-17%	3%	2%	-11%

# Continued:
SMILES,GAA glycogen,Tau fluor counter,ALDH1A1 inh,Epigenetic reg,NPSR antagonist,aGlu spleen mod,aGal spleen mod,GAA inhib
Cc1cc(N/N=C/c2ccccc2)nc(N)n1,-6%,-5%,nt,2.0%,6%,3%,13%,nt
CCOC(=O)C1CCCN(C(=O)c2cc(-c3ccc(C)cc3)on2)C1 (configuration not stated),8%,-6%,-8%,1.8%,-15%[46.1 µM],-4%,-8%,-17%
O=C(CCc1nc(-c2ccccc2)no1)Nc1cc(C(F)(F)F)ccc1Cl,15%,-16%,?,3.2%,-30%[46.1 µM],-2%,-3%,-5%
CN(C(=O)Cc1c[nH]c2ccccc12)C(C(=O)Nc1ccc2c(c1)OCO2)c1ccccc1 (configuration not stated),-15%,?,?,-1.8%,-15%,2%,-6%,-6%
Cc1ccc2[nH]c(=O)c(CN(Cc3cccnc3)C(=O)c3ccncc3)cc2c1,3%,-2%,1%,3.0%,-5%[46.1 µM],-2%,0%,0%
Cc1nc2ccccc2c2oc(C(=O)NCC3CCCO3)cc12 (configuration not stated),-4%,-6%,14µM*,-0.1%,0%[46.1 µM],-6%,-13%,5%

# Bioassay records (PubChem BioAssay)
